Compound activity: PubChem BioAssay, several laboratories
TRPC4 block – TRPC4 (mouse) channel inhibition; B-score at 10 µM; HEK293 TRPC4beta/mu-opioid, DAMGO-evoked Fluo4 calcium flux; stronger effect = lower value; AID 2247; 300,000 compounds, 0.39% hits;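 active = B-score over 3 SD under the library average, no early fluorescence shift, positive overall ratio signal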
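Material: HEK293 cells with stable TRPC4beta plus mu-opioid receptor expression; probe or stimulus: DAMGO in two steps, submaximal then maximal; technique: Fluo4 calcium fluorescence by kinetic imaging, 5 s 1 Hz baseline; measure: integrated fluorescence ratio relative to baseline, converted to per-well B score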
MrgX1 agonist – activates human MrgX1 receptor signaling; Q96LB2; B-score at 10 µM; MrgX1-HEK293 cells, Fluo-4 calcium fluorescence, agonist mode; stronger effect = higher value; 310,000 compounds, 0.44% hits;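 active = calcium response B-score plate-corrected fluorescence ratio at least 3 library SD, with starting fluorescence B-score inside 5 SD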
Target sequence (Q96LB2 whole entry, looked up): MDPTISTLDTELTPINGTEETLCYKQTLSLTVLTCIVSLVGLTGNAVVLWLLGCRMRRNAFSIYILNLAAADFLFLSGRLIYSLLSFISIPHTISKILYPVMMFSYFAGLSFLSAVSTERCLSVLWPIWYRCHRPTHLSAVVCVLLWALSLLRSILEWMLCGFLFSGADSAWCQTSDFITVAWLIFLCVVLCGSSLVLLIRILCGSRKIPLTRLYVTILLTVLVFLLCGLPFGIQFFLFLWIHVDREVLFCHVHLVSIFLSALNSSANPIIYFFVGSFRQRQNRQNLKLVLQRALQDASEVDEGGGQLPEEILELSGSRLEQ
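System: HEK293 cells stably expressing human MrgX1 receptor; Dosing: test compound in the initial addition of three; Schedule: overnight plating, then 30 min 37 °C plus 30 min room-temperature dye loading; Detection: kinetic calcium dye fluorescence, Fluo-4 NW; Controls: per-plate positive and negative controls for Z′ factor.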
RGS4 pot – RGS4 potentiation or activation | AID 463111 | 310,000 compounds, 0.92% hits | B-score at 10 µM | HEK293 M3R/inducible RGS4, carbachol calcium flux Fluo4; stronger effect = lower value;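 active = B-score of the integrated calcium signal more than 4 SD below the library mean, with starting fluorescence not abnormally high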;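 note: negative B-score means reduced calcium response which marks RGS4 activation or potentiation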
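Assay system: HEK293 FlpIn-TREx cells, stable M3R, doxycycline-inducible RGS4 / Probe or stimulus: carbachol, ECmax concentration / Times: overnight RGS4 induction, 30 min dye load 37 °C, 20 min compound RT / Signal: kinetic calcium fluorescence imaging with Fluo4-AM dye, 2 µM / Measure: Agonist-evoked peak-minus-minimum fluorescence over baseline, integrated ratio, B score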
RGS4 block – inhibitors of human RGS4. B-score at 10 µM. HEK293 M3R/RGS4 inducible, Fluo-4 calcium flux; stronger effect = higher value; triggered by carbachol at its EC20. 310,000 compounds, 0.45% hits. P49798;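 active = B-score, a plate-corrected calcium signal, over three deviations above library mean, with baseline fluorescence within five deviations of library mean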;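 note: RGS4 expression induced by doxycycline in cells with stable M3 receptor; B-score is computed from the integrated fluorescence ratio over baseline after carbachol; higher B-score means a larger calcium signal and so more RGS4 inhibition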
Target sequence (P49798 whole entry, looked up): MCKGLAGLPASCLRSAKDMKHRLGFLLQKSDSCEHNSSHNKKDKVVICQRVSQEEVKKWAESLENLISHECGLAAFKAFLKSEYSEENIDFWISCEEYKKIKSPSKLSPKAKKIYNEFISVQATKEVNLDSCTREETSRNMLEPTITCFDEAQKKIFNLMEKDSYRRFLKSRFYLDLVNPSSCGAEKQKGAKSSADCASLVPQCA
MrgX1 PAM – human MrgX1 positive allosteric modulation, primary screen | AID 588675 | MrgX1-HEK293, Fluo-4 calcium flux, FDSS; stronger effect = higher value | B-score at 10 µM | Q96LB2 | 310,000 compounds, 0.63% hits;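 active = plate-corrected calcium response at least 3 library SD above typical, normal starting fluorescence, not activating the receptor alone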;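 note: compound read alongside a low EC10 to EC30 dose of BAM8-22 agonist; peak minus trough fluorescence over baseline measured at the second addition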
Platelet DG rel – modulates dense granule release in human platelets | human platelet-rich plasma, SFLLRN dense granule ATP release, luminescence | inhibition, %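 (compounds screened at 7.5 µM in platelet-rich plasma)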 | 300,000 compounds, 0.22% hits | AID 1663;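 active = mean replicate score, as percent of positive control, at or above 50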
TRPC6 inhibitor – inhibitors of mouse TRPC6 channel; Q61143; HEK293-TRPC6, membrane potential dye, ACh-evoked depolarization; stronger effect = lower value; B-score at 10 µM; 310,000 compounds, 1.1% hits;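 active = B-score under library mean minus 3 SD, initial fluorescence not abnormally high, positive integrated signal ratio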;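 note: B-score derived from integrated fluorescence ratio over the kinetic read; more negative B-score means stronger inhibition of depolarization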
TRPC6 act – activators of mouse TRPC6 channel. Q61143. HEK293-TRPC6 membrane potential dye fluorescence; stronger effect = higher value. B-score at 10 µM. 310,000 compounds, 0.13% hits. AID 2550;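 active = B-score of the integrated fluorescence ratio above library mean plus 3 SD, and starting fluorescence ratio within library mean plus 5 SD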;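 note: higher score means more depolarization so channel activation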
HIF activator – HIF pathway transcriptional activation; U2OS HRE-luciferase reporter, luminescence; normalized: DMSO 0%, desferrioxamine 100%; activation, % at 7.5 µM (by protocol); 300,000 compounds, 0.32% hits; AID 1910;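 active = mean activation of at least 10% of the iron chelator positive control signal, with at least half of replicates also reaching 10%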
MrgX1 antag – human MrgX1 receptor antagonism, primary screen | B-score at 10 µM | 310,000 compounds, 1.3% hits | Q96LB2 | AID 588676 | MRGX1-HEK293 calcium flux, Fluo-4, BAM8-22 antagonism; stronger effect = lower value;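 active = calcium-response B-score plate-corrected more than 3 library SD below zero, starting fluorescence within 5 deviations, no agonist response on first addition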;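 note: peak minus trough fluorescence over baseline after final BAM8-22 challenge near maximal dose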
SKKanGAS inh – inhibitors of SKKanGAS S. pyogenes growth in kanamycin (SK-promoter or general growth effect) | BacTiter-Glo, 6 h | inhibition, % at 7.5 µM | 300,000 compounds, 1.3% hits | AID 1662;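 active = mean replicate score, as percent of positive control median, at least 50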;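 note: strain carries kanamycin resistance gene driven by streptokinase promoter and grows in 40 µg/ml kanamycin; loss of luminescence reflects streptokinase promoter inhibition or plain growth inhibition; 0% = median of DMSO wells and 100% = positive control at its reference dose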
An asterisk follows results filed as active; i = inactive; · = not tested or not shown.

SMILES | TRPC6 inhibitor | RGS4 pot | SKKanGAS inh | RGS4 block | MrgX1 antag | MrgX1 PAM | TRPC6 act | HIF activator | MrgX1 agonist | Platelet DG rel | TRPC4 block
Cc1ccc(-c2ccc(S(=O)(=O)N3CCN(C)CC3)cc2)cc1 | i | i | 1 | i | i | i | i | 1.6 | i | 0 | i
CC(CNC(=O)CCc1ccccc1)NC(=O)CCc1ccccc1 (centres undefined) | i | i | -4 | i | i | i | i | -0.3 | i | -2 | i
O=[N+]([O-])c1ccccc1/C=N/n1c(-c2cccnc2)n[nH]c1=S | i | i | 5 | i | i | i | i | -26 | i | -10 | i
COc1ccc(/C([O-])=C(/C(=S)Nc2ccc(C)c(C)c2)n2c[n+](C)c3ccccc32)cc1OC | i | i | 2 | i | i | i | i | -0.1 | i | 1 | i
COc1nccnc1NS(=O)(=O)c1ccc(N=Cc2c(C)[nH]n(-c3ccc(C)c(C)c3)c2=O)cc1 | i | i | 28 | i | i | i | i | 0.0 | i | 5 | i
Cc1ccc(/C(N)=N/OC(=O)c2cc(-c3ccccc3)nc3ccccc23)cc1 | i | i | -3 | i | i | i | i | 0.2 | i | 6 | i
Cn1nc(CC(=O)NC2CCCCC2)c2ccccc2c1=O | i | i | 4 | i | i | i | i | -0.1 | i | -2 | i
CCn1c(SCC(=O)Nc2nc(C)cs2)nnc1-c1cccnc1 | i | i | -5 | i | i | i | i | -0.1 | i | 0 | i
CCCCCCN1CC(O)=C(c2ccccc2)C1=N | i | i | -7 | i | i | i | i | -0.3 | i | -2 | i
CCOc1ccccc1NC(=O)[C@@H](NC(=O)c1ccccc1F)C(C)C | i | i | -2 | i | i | i | i | 0.0 | i | -1 | i
O=C(NCc1ccco1)c1csc2c1CCCC2 | i | i | 2 | i | i | i | i | 0.2 | i | -11 | i
CC(=O)Nc1ccc(C(=O)Nc2ccncc2)cc1 | i | i | -5 | i | i | i | i | 0.4 | i | -4 | i
O=C(c1cc2ccccc2oc1=O)N(Cc1cccs1)Cc1cccs1 | i | i | 5 | i | i | i | i | -0.2 | i | 3 | i
Cc1ccc(C2CC(c3cccc(Br)c3)Nc3nnnn32)cc1 (centres undefined) | i | i | 8 | i | i | i | i | 0.3 | i | -2 | i
CCOC(=O)CSc1nnnn1-c1cccc2ccccc12 | i | i | 6 | i | i | i | i | -0.1 | i | 30 | i

Remaining list, next part.
SMILES | TRPC6 inhibitor | RGS4 pot | SKKanGAS inh | RGS4 block | MrgX1 antag | MrgX1 PAM | TRPC6 act | HIF activator | MrgX1 agonist | Platelet DG rel | TRPC4 block
O=C(Cn1c(=O)oc2ccccc21)N1CCN(c2ccccc2)CC1 | i | i | -6 | i | i | i | i | -1.4 | i | 1 | i
CC(CC(=O)Nc1cccc(F)c1)S(=O)(=O)c1ccc2c(c1)NC(=O)CO2 (centres undefined) | i | i | -3 | i | i | i | i | 0.4 | i | -3 | i
CCOC(=O)c1nn(-c2ccccc2)c2nnc(Cc3ccc(Cl)cc3)c(=O)n12 | i | i | 1 | i | i | i | i | -0.3 | i | 6 | i
Nc1nc(SCC(=O)NCCc2ccccc2)[nH]c(=O)c1-c1ccccc1 | i | i | 1 | i | i | i | i | -0.1 | i | 2 | i
CC1Cc2cc(S(=O)(=O)CCC(=O)NC3CCCCC3)ccc2N1C(=O)C1CC1 (centres undefined) | i | i | 1 | i | i | i | i | -0.2 | i | -10 | i
COc1ccc(C)cc1NC(=O)c1cc2c(CO)cnc(C)c2oc1=N | i | i | 6 | i | i | i | i | · | i | 7 | i
O=C(NC(Cc1ccccc1)C(=O)O)/C(=C/c1cccc(Br)c1)NC(=O)c1ccco1 (centres undefined) | i | i | 6 | i | i | i | i | -0.9 | i | 2 | i
CSc1nnc(-c2ccc(NC(N)=S)cc2)o1 | i | i | 9 | i | i | i | i | 1.0 | i | 0 | i
CCOP(=O)(OCC)C1NC(=O)N(c2ccccc2)C1=O (centres undefined) | i | i | -5 | i | i | i | i | 0.1 | i | 2 | i
CCc1ccc(NC(=O)c2cnn(-c3ccccc3)c2C)cc1 | i | i | 1 | i | i | i | i | 0.5 | i | -12 | i
CC12CC(c3ccccc3O1)C(/C(N)=N/NC(=O)c1ccc(F)cc1)C(=O)N2 (centres undefined) | i | i | -7 | i | i | i | i | 0.3 | i | -1 | i
CS(=O)(=O)N(CC(=O)Nc1ccccc1C(=O)N1CCOCC1)c1ccc2c(c1)OCO2 | i | i | -5 | i | i | i | i | · | i | 10 | i
O=C(CSCc1ccccc1)NNC(=S)Nc1cccc(Cl)c1Cl | i | i | 9 | i | i | i | i | -0.1 | i | 22 | i
C=CCN1C(=Nc2cccnc2)SCC1(O)c1ccc(C)cc1 (centres undefined) | i | i | -4 | i | i | i | i | 0.2 | i | -7 | i
COc1cc(NC(=O)c2ccccc2-c2ccccc2)cc(OC)c1 | i | i | 1 | i | i | i | i | -0.5 | i | -15 | i

(continued)
SMILES | TRPC6 inhibitor | RGS4 pot | SKKanGAS inh | RGS4 block | MrgX1 antag | MrgX1 PAM | TRPC6 act | HIF activator | MrgX1 agonist | Platelet DG rel | TRPC4 block
CCCCNC(=O)c1onc(CSc2ccccc2C)c1C(=O)O | i | i | 23 | i | i | i | i | -3.1 | i | -2 | i
CC(C)CN1CCN(C(=O)CCc2nnc(Cc3c[nH]c4ccccc34)o2)[C@@H](C)C1=O | i | i | -10 | i | i | i | i | 1.0 | i | 5 | i
O=C(c1ccccc1)N1CCN(c2ccc([N+](=O)[O-])c(N3CCOCC3)c2)CC1 | i | i | -16 | i | i | i | i | -0.4 | i | -6 | i
COc1ccc(C(=O)N2CCN(CCCc3ccccc3)CC2)cc1OC | i | i | 8 | i | i | i | i | -0.9 | i | 12 | i
COc1ccc(NC(=O)c2cc3c(=O)n(C)c4ccccc4c3s2)cc1OC | i | i | -14 | i | i | i | i | -0.1 | i | -6 | i
CN(Cc1ccccc1)C(=O)COC(=O)/C=C/c1ccco1 | i | i | -5 | i | i | i | i | 0.1 | i | 4 | i
COc1cccc(-c2nnc(SCC(=O)OC(C)C)n2Cc2ccco2)c1 | i | i | -3 | i | i | i | i | 0.0 | i | -3 | i
O=C(Nc1ccc2c(c1)C(=O)N(CC1CCCO1)C2=O)c1cccc(Br)c1 (centres undefined) | i | i | 6 | i | i | i | i | 0.0 | i | -2 | i
Cn1cc([N+](=O)[O-])c(C(=O)Nc2cc(Oc3ccccc3)cc([N+](=O)[O-])c2)n1 | i | i | 7 | i | i | i | i | -3.7 | i | 16 | i
COc1ccc(N(C(=O)CCl)C(C(=O)NCCc2ccccc2)c2cccs2)cc1 (centres undefined) | i | i | -5 | i | i | i | i | 1.1 | i | 3 | i
COc1ccc2c(c1)nc(CN1CCN(CCO)CC1)n2C | i | i | -15 | i | i | i | i | 0.7 | i | -10 | i
COc1ccc(C(=O)c2coc3c2C(=O)C(=O)c2ccccc2-3)cc1 | i | i | 58* | i | i | i | i | 1.8 | i | -7 | i
CCc1ccc(C2c3[nH]c4ccccc4c3CCN2C(=O)c2cc(C)nn2C)cc1 (centres undefined) | i | i | 27 | i | i | i | i | 0.3 | i | 6 | i
O=C(O)CN(c1ccccc1F)S(=O)(=O)c1ccccc1 | i | i | -7 | i | i | i | i | -0.3 | i | 8 | i
CCOn1c(=O)c(=O)n(OCc2ccccc2)c2ccccc21 | i | i | -2 | i | i | i | i | -0.5 | i | 19 | i

Next results:
SMILES | TRPC6 inhibitor | RGS4 pot | SKKanGAS inh | RGS4 block | MrgX1 antag | MrgX1 PAM | TRPC6 act | HIF activator | MrgX1 agonist | Platelet DG rel | TRPC4 block
O=C(O)c1ccc(NC(=O)C2CC=CCC2C(=O)O)cc1 (centres undefined) | i | i | -3 | i | i | i | i | -0.1 | i | 4 | i
Cc1cc(C)cc(NC(=O)Cn2c(=O)oc3cc(S(=O)(=O)N4CCC(C)CC4)ccc32)c1 | i | i | -3 | i | i | i | i | -0.3 | i | 19 | i
O=C(NNC(=O)c1ccccc1O)c1ccc(Br)cc1 | i | i | -5 | i | i | i | i | -11 | i | 0 | i
CC1(C)OC(=O)C(=CNC(CO)C(=O)O)C(=O)O1 (centres undefined) | i | i | 6 | i | i | i | i | 0.1 | i | 10 | i
Cc1ccc(CSCC(=O)N/N=C/c2ccc(OCC(=O)Nc3ccc(C)cc3)cc2)cc1 | i | i | 11 | i | i | i | i | -0.3 | i | -9 | i
CCOC(=O)C1(CC2CCCCO2)CCN(S(=O)(=O)c2ccc(OC)cc2)CC1 (centres undefined) | i | i | -6 | i | i | i | i | -0.6 | i | 2 | i
c1coc(CNc2nc3ccccc3s2)c1 | i | i | 0 | i | i | i | i | -8.0 | i | -3 | i
COc1cccc(-c2cc(C(=O)NCc3ccco3)no2)c1 | i | i | -26 | i | i | i | i | 3.3 | i | 6 | i
Cc1ccc(S(=O)(=O)N2CCCCC2)cc1NC(=O)C1CC(=O)N(c2ccc3c(c2)OCCO3)C1 (centres undefined) | i | i | 17 | i | i | i | i | 1.1 | i | 12 | i
Cc1nn(CCOc2cccc(Br)c2)c(C)c1[N+](=O)[O-] | i | i | -12 | i | i | i | i | -1.1 | i | -4 | i
COc1ccc(N2CCN(C(=O)C(=O)c3c[nH]c4ccccc34)CC2)cc1 | i | i | -8 | i | i | i | i | 0.8 | i | -11 | i
CC(=O)N(Nc1ccccc1)c1ccccc1 | i | i | -3 | i | i | i | i | 1.0 | i | 0 | i
O=C(CSc1nnnn1-c1cccc(F)c1)Nc1nc2ccccc2s1 | i | i | 2 | i | i | i | i | 0.1 | i | 1 | i
CCCCCn1c(C)c2c(OCC)cccc(=O)c2c1C | i | i | 10 | i | i | i | i | -0.2 | i | -2 | i
O=C(CCc1nc2ccccc2c(=O)[nH]1)Nc1ccc(N2CCCCC2)cc1 | i | i | -10 | i | i | i | i | -0.9 | i | -9 | i
CCCC(NS(=O)(=O)c1ccc(OC)cc1)C(=O)O (centres undefined) | i | i | 3 | i | i | i | i | -0.9 | i | 9 | i
COC(=O)C1=C(C(=O)OC)C(c2ccccc2O)c2sc(=O)[nH]c2S1 (centres undefined) | i | i | 4 | i | i | i | i | -0.3 | i | -11 | i
Cc1occc1C(=O)Nc1cc(=O)n(C)c(=O)n1C | i | i | 3 | i | i | i | i | -0.8 | i | -1 | i
